# High-throughput results deposited in PubChem by National Center for Advancing Translational Sciences (NCATS).
# KB-V1 MDR tox – KB-V1 MDR subline cytotoxicity; AID 1347076; hit rate 3.4% among 400,000; KB-V1 MDR cells viability, CellTiter-Glo, 72 h; Potency, µM (series often up to 46.1 µM), without a hit: top-dose activity change, negative = cytotoxicity, hits mostly cytotoxic; note: potency is the fitted concentration of half-maximal effect; % is set by controls: 0 for no effect and ±100 for the full control effect; nearly all actives have a fitted effect of over 60% in size
#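 In this primary screen, KB-V1 cells overexpressing P-gp are incubated with library compounds (lowest to highest concentration) for 72 h at 37 degrees C before a luminescent ATP viability read.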
# GLP1R ag – agonists of human GLP-1 receptor; HEK293 GLP-1R CRE-luciferase, luminescence, 4-6 h; cells express a hypersensitive GLP-1R form; hit rate 0.007% among 380,000; Potency, µM (top dose mostly 45.6 µM), for the others: at the top dose activation, actives largely listed as activators; P43220; note: potency is the fitted concentration of half-maximal effect; % of control where 0% means no effect
# Target sequence (P43220 whole entry, looked up): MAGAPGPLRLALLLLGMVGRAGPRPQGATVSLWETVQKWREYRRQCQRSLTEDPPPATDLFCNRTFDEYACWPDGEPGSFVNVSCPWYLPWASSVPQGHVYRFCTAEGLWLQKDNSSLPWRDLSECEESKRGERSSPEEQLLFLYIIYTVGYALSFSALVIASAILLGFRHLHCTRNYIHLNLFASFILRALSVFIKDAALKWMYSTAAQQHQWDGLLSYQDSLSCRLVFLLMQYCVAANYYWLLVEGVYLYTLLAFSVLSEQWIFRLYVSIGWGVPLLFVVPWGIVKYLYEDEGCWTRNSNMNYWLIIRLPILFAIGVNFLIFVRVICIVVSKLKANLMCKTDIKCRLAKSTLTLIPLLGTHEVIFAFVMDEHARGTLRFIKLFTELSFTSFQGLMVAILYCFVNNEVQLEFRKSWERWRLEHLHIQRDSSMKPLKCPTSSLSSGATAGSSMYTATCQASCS
# D3 ag – D3 dopamine receptor (human) agonism | P35462 | D3R DiscoveRx beta-arrestin cells, luminescence, 90 min | max activation, % | hit rate 0.58% among 410,000; in the data active = max activation above about 30%; note: 0% is about no effect; mostly tested at two doses, the higher about 12 µM
# Target sequence (P35462 whole entry, looked up): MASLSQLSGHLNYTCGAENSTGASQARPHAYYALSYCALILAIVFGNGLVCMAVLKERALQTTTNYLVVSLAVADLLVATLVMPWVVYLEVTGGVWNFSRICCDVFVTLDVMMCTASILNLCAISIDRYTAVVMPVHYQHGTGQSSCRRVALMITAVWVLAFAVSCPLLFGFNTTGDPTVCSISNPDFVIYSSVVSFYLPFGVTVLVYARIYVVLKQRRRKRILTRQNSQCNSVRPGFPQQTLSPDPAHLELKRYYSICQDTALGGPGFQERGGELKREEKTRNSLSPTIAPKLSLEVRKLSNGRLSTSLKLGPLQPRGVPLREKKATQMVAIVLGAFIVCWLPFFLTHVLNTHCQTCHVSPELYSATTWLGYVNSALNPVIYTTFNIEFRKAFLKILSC
#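 Agonist mode: compounds and dopamine controls were applied to plated cells for 90 min at 37 degrees C after an overnight attachment at 1500 cells/well. Luminescent read-out followed 30 - 60 minutes at room temperature with DiscoveRx detection reagent.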
# KB-3-1 tox – KB-3-1 parental cell cytotoxicity; KB-3-1 viability, CellTiter-Glo ATP luminescence, 72 h; Potency, µM (highest dose often 46.1 µM), for the others: top-dose activity change, negative = cytotoxic, hits mostly cytotoxic; hit rate 1.4% among 400,000; AID 1347075; note: potency is the fitted concentration of half-maximal effect; % is set by controls: 0 for no effect and ±100 for the full control effect; nearly all actives have a fitted effect of over 60% in size
#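 Cytotoxicity measured as CellTiter-Glo luminescence after 72 h at 37 C. Compound titrations were pinned onto drug-naive KB-3-1 parental adenocarcinoma cells grown in DMEM with 10% FBS, and normalized data fitted to concentration-response curves.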
# HT1080-NT tox – kills 2HG-producing HT-1080-NT fibrosarcoma cells | HT-1080-NT fibrosarcoma viability, CellTiter-Glo ATP luminescence, 48 h | Potency, µM (doses to about 46.1 µM), inactives show at the highest dose activity, negative = less viability, actives largely listed as cytotoxic | hit rate 1.6% among 360,000 | AID 686970;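 note: NT is the 2HG producing partner of a matched IDH1 knockdown line; potency is the fitted concentration of half-maximal effect; 0% = DMSO-treated cells and -100% = media-only wells without cells; nearly all actives have a fitted effect of over 55% in size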
#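 HT-1080-NT fibrosarcoma cells (2HG-overproducing), 750 cells/well in RPMI with 5% FBS, dosed after 2 h and incubated 48 h at 37C. CellTiter-Glo luminescence normalized to DMSO and no-cell wells; concentration-response curves fitted and classed.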
# IL1B secr inh – inhibitors of inflammasome signaling (IL-1 beta secretion) | THP-1 LPS/ATP IL-1B secretion, AlphaLISA, 16 h; stronger effect = lower value | activity change, % at 57.5 µM | hit rate 4.7% among 360,000; in the data active = activity change below about -50%; inconclusive = mostly about -30% to -49%; note: % is set by controls: 0 for no effect and ±100 for the full control effect
#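 Secreted IL-1B measured by AlphaLISA bead assay after 16 h compound exposure of THP-1 cells; compounds (final up to 57.5 uM) added 1 h before LPS (250 ng/mL) and ATP (1.25 mM) stimulation; lower signal means less secretion.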
# DRD3 antagonist – D3 dopamine receptor (human) antagonism. P35462. D3R cells, DiscoveRx beta-arrestin luminescence, antagonist mode; stronger effect = lower value. max response, negative = inhibition, %. hit rate 2.5% among 360,000; in the data active = max response below about -50%; inconclusive = no clear call, values can overlap the other calls; note: % is set by controls: 0 for no effect and ±100 for the full control effect; mostly tested at two doses, the higher about 12 µM
#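 Cells expressing the human receptor were seeded at 1500 cells/well, incubated overnight at 37 degrees C in 5% CO2, then exposed to library compounds with dopamine controls for 90 minutes at 37 degrees C before luminescent detection.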
# SW480 rereplic – inducers of DNA re-replication in SW480 colon cancer cells; AID 624297; hit rate 1.8% among 340,000; Potency, µM (top dose mostly 46.1 µM), without a hit: at the top dose re-replication activation, actives largely listed as activators; SW480 DNA re-replication, Hoechst DNA content imaging, 48 h; note: potency is the fitted concentration of half-maximal effect; % of control where 0% means no effect; nearly all actives have a fitted effect of over 55% in size
#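 DNA re-replication was detected as more nuclei of elevated Hoechst intensity after 48 hr exposure to compound (23 nL pinned per well of 250 cells).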
# HT1080 IDH1KD tx – toxicity to HT-1080 IDH1 knockdown cells (counter line); HT-1080 IDH1 knockdown viability, ATP luminescence, 48 h; Potency, µM (titrated, usually from 46.1 µM), without a hit: at the highest dose activity, negative = toxicity, actives largely listed as cytotoxic; hit rate 2% among 360,000; AID 686971;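 note: potency is the fitted concentration of half-maximal effect; 0% = DMSO wells and -100% = cell-free medium wells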
#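 % activity derives from luminescence (CellTiter-Glo), normalised to DMSO and no-cell wells. HT-1080-IDH1KD cells, 750/well, had 48 h compound exposure at 37 °C.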
# Starred values were filed as active, the others as inactive; i = inactive; ? = inconclusive; · = no result given; & = joins results of further samples; [ ] = remark or other dose. Unless noted, calls come from the whole dose curve; as a rule, active = well fitted curve in the direction sought with a large enough effect; inconclusive = small, poorly fitted or top-dose-only effect, or another doubt; inactive = no such curve, though single readings can be large; an effect the other way counts as inactive or inconclusive.
1) COc1cc(C)c(C#N)c(OC)n1
2) COC(=O)c1ccc(NC(=O)c2cccc3c2C(=O)N(C2CCCCC2)C3)cc1
3) Cc1c(NC(=O)CSc2nc(N)cc(N)n2)c(=O)n(-c2ccccc2)n1C
4) COc1ccc(CN2C(=O)c3ccccc3C2C(=O)NC2CCC(C)CC2)c(OC)c1 (configuration not stated)
5) CS(=O)(=O)NCc1ccc(C(=O)NCCOc2ccccc2)cc1
6) CCCCNC(=O)Nc1ccccc1C(=O)NCCC

entry no.,1,2,3,4,5,6
KB-V1 MDR tox,23%,2%,-8%,?,12%,-1%
GLP1R ag,-10%,1%,10%,4%,-7%,-4%
D3 ag,1,-3,-8,-1,-10,1
KB-3-1 tox,7%,0%,?,-2%,6%,-3%
HT1080-NT tox,2%,·,11%,-4%,10%,3%
IL1B secr inh,4,·,-5,0,13,0
DRD3 antagonist,-11,·,4,-1,-19,1
SW480 rereplic,-2%,·,-5%,-2%,-4%,0%
HT1080 IDH1KD tx,9%,·,13%,5%,9%,-4%

7) CC(=O)c1sc(NC(=O)COc2ccc(C)c(C)c2)nc1C
8) COc1ccc(OCC(O)CNC(=O)Nc2ccc(C(C)(C)C)cc2)cc1 (configuration not stated)
9) O=C(NCc1ccco1)c1cc([N+](=O)[O-])ccc1N1CCCCC1
10) Cc1cccc(C2c3[nH]c4ccccc4c3CCN2Cc2ccc(C)s2)n1 (configuration not stated)
11) CCOc1ccc(NC(=S)N(CCc2c(C)[nH]c3ccc(C)cc23)Cc2cccnc2)cc1
12) CCOc1ccc(NC(=O)Cn2nnc(-c3ccccc3F)n2)cc1

entry no.,7,8,9,10,11,12
KB-V1 MDR tox,1%,-7%,-6%,0%,-12%,2%
GLP1R ag,-1%,1%,5%,5%,-1%,0%
D3 ag,4,-6,-2,7,-4,-21
KB-3-1 tox,4%,-13%,-18%,8%,0%,-10%
HT1080-NT tox,2%,1%,-6%,-17%,-6%,0%
IL1B secr inh,-2,4,-17,23,-5,27
DRD3 antagonist,-11,0,-2,17,16,-23
SW480 rereplic,-3%,-11%,3%,14%,?,3%
HT1080 IDH1KD tx,13%,-5%,-7%,2%,-10%,-16%

13) COc1ccc(S(=O)(=O)N(C)C)cc1NC(=O)CSC(C)C(=O)Nc1cc(C)on1 (configuration not stated)
14) Cc1nn(-c2ccccc2)c(C)c1C(=O)OCC(N)=O
15) CC(=O)Nc1ccc2c(CSc3nnc(-c4cccnc4)n3-c3ccc(C)cc3C)cc(=O)oc2c1
16) Cc1ccc2c(c1)nnn2C1CCN(S(C)(=O)=O)CC1
17) NNc1nc(-c2ccccc2Cl)nc2ccccc12
18) COC(=O)c1ccc(C)c(NC(=O)CSc2sc3c(O)cc(=O)[nH]c3c2C#N)c1

entry no.,13,14,15,16,17,18
KB-V1 MDR tox,26%,-27%,3%,-2%,-4%,?
GLP1R ag,7%,8%,-1%,2%,-1%,-2%
D3 ag,0,1,5,1,-10,4
KB-3-1 tox,0%,4%,25%,17%,-9%,1%
HT1080-NT tox,4%,6%,-2%,1%,-6%,15%
IL1B secr inh,-9,-4,-27,-10,-2,12
DRD3 antagonist,-5,1,-1,6,-92*,-6
SW480 rereplic,0%,-24%,-18%,1%,-5%,-13%
HT1080 IDH1KD tx,-2%,0%,-3%,0%,1%,8%

19) Cc1nc(NC(=O)C2CC2)sc1C(=O)N(C)C
20) COC(=O)CSc1nc(C2CC2)nc2ccccc12
21) Cc1ccc(S(=O)(=O)NC(=O)COc2ccccc2)cc1
22) COC(=O)Cn1nc(-c2ccc(C)cc2)c2ccccc2c1=O
23) CCn1cc(/C=N\NC(=O)c2csc3ccccc23)c(C)n1
24) NC(=O)CSc1nccn1Cc1ccc(Cl)cc1

entry no.,19,20,21,22,23,24
KB-V1 MDR tox,9%,5%,2%,?,3%,-14%
GLP1R ag,-12%,15%,0%,9%,2%,-2%
D3 ag,-4,-9,-1,-7,-1,2
KB-3-1 tox,0%,9%,4%,18%,6%,-1%
HT1080-NT tox,0%,-3%,-2%,-9%,6%,0%
IL1B secr inh,-2,-16,2,-2,-4,13
DRD3 antagonist,-19,-9,8,-18,5,4
SW480 rereplic,-19%,-4%,-78%[1.84 µM],-5%,-5%,-1%
HT1080 IDH1KD tx,2%,10%,-1%,-13%,-1%,12%

# Full records as entered above. Screens in order: KB-V1 MDR tox, GLP1R ag, D3 ag, KB-3-1 tox, HT1080-NT tox, IL1B secr inh, DRD3 antagonist, SW480 rereplic, HT1080 IDH1KD tx
# COc1cc(C)c(C#N)c(OC)n1 in the list: 23%, -10%, 1, 7%, 2%, 4, -11, -2%, 9%
# CCOc1ccc(NC(=O)Cn2nnc(-c3ccccc3F)n2)cc1 in the list: 2%, 0%, -21, -10%, 0%, 27, -23, 3%, -16%
# Cc1nn(-c2ccccc2)c(C)c1C(=O)OCC(N)=O in the list: -27%, 8%, 1, 4%, 6%, -4, 1, -24%, 0%
# CCn1cc(/C=N\NC(=O)c2csc3ccccc23)c(C)n1 in the list: 3%, 2%, -1, 6%, 6%, -4, 5, -5%, -1%

# Further entries:
25) O=C(COC(=O)c1ccc(Br)o1)NCCc1ccccc1
26) COc1cc(OC)cc(-c2nc3ccccc3c(=O)o2)c1
27) O=C1C(C2=NC(c3ccccn3)C3C(=O)N(c4ccccc4)C(=O)C23)=C(O)c2ccccc21 (configuration not stated)
28) CN(C)/C=N/c1sccc1C(N)=O
29) Cc1ccc(OCC(=O)Nc2ccc(F)cc2)c([N+](=O)[O-])n1
30) CC/C(=N\Nc1ccccc1[N+](=O)[O-])c1ccc(O)cc1

entry no.,25,26,27,28,29,30
KB-V1 MDR tox,1%,24%,-8%,14%,?,-14%
GLP1R ag,5%,-15%,-2%,-2%,16%,32%
D3 ag,-15,1,-6,0,4,-12
KB-3-1 tox,1%,15%,-1%,1%,5%,-17%
HT1080-NT tox,1%,-1%,1%,-1%,23%,?
IL1B secr inh,18,8,5,-14,-4,-23
DRD3 antagonist,-23,14,-19,-5,8,-57*
SW480 rereplic,-1%,-2%,-3%,1%,-12%,-5%
HT1080 IDH1KD tx,2%,3%,-14%,13%,16%,21µM*

31) CC(=O)O[C@H]1CC(C)(C)C(=C=C/C(C)=C/C=C/C(C)=C/C=C/C=C(C)/C=C/C=C(\C)C(=O)C[C@@]23O[C@]2(C)C[C@@H](O)CC3(C)C)[C@](C)(O)C1
32) CC1(C(=O)NS(=O)(=O)c2ccccc2C(F)(F)F)CCN1C(=O)CC1CCCCC1 (configuration not stated)
33) CC(C)(C)OC(=O)C[C@@H]1C/C=C\C[C@@H](CC(=O)NCCO)C(=O)NC[C@H](c2ccccc2)OC1=O
34) COC(=O)c1cc(S(=O)(=O)N2CCCCCC2)cn1C
35) COc1ccccc1N1CCN(C(=O)CN2C(=O)COc3ccc(S(=O)(=O)N4CCOCC4)cc32)CC1
36) CC(NC(=O)/C=C/c1ccco1)c1nc2ccccc2n1Cc1cccc(Cl)c1 (configuration not stated)

entry no.,31,32,33,34,35,36
KB-V1 MDR tox,17%,-4%,27%,5%,-26%,0%
GLP1R ag,-4%,-1%,4%,2%,7%,-1%
D3 ag,·,1,7,-1,0,-2
KB-3-1 tox,0%,3%,9%,3%,12%,3%
HT1080-NT tox,-9%,10%,-6%,0%,·,-2%
IL1B secr inh,-63*,23,2,2,·,-20
DRD3 antagonist,·,1,34,-14,·,-10
SW480 rereplic,?,·,2%,2%,·,11%
HT1080 IDH1KD tx,-19%,10%,-3%,4%,·,-25%

37) Cc1ccc(S(=O)(=O)N2C[C@H]3C(=O)C[C@@H](c4ccccc4)N(S(=O)(=O)c4ccc(C)cc4)[C@H]3C[C@H]2c2ccccc2Cl)cc1
38) Cc1cc(F)ccc1NC(=O)c1cccnc1
39) CC(=O)c1ccccc1C(=O)N1CCCC(CCC(=O)N2CCN(c3ccccn3)CC2)C1 (configuration not stated)
40) CCOC(=O)c1oc2ccccc2c1NC(=O)c1ccco1
41) CCOC(=O)c1c(C)[nH]c(C)c1C(=O)COC(=O)c1cc2ccccc2cc1O
42) Cc1cccc(N2CCN(C(=O)C3CCN(S(=O)(=O)c4c(C)noc4C)CC3)CC2C)c1 (configuration not stated)

entry no.,37,38,39,40,41,42
KB-V1 MDR tox,14%,33%,-24%,-7%,4%,?
GLP1R ag,-7%,-4%,-7%,3%,31%,-2%&-4%
D3 ag,10,-3,-6,-1,-2,9&2
KB-3-1 tox,0%,16%,-3%,7%,0%,-2%&-15%
HT1080-NT tox,13%,9%,-2%,-1%,-5%,-6%
IL1B secr inh,-7,14,i,-25,-67*,4
DRD3 antagonist,17,1,2,6,-10,4
SW480 rereplic,·,-3%,-6%,-1%,?,-2%
HT1080 IDH1KD tx,18%,0%,-3%,1%,?,0%

43) Cc1cccc(NC(=S)NC2CC3CCCC(C2)N3Cc2cccs2)c1C (configuration not stated)
44) Cc1ccccc1-c1nnc(SCC#N)o1
45) Cc1ccc(C(=O)Oc2ccc3c(c2)ncn3C)cc1
46) CC(=O)Nc1c2c(nn1-c1ccc(C)cc1C)CSC2
47) CC(C)c1nnc(NC(=O)CS(=O)(=O)c2ccccc2)s1
48) CCOC(=O)c1ccc(N2N=C(C)/C(=C/C=C/c3ccco3)C2=O)cc1
49) CSc1ccccc1NC(=O)CN(C)CC(=O)Nc1ccc(Cl)cc1[N+](=O)[O-]

entry no.,43,44,45,46,47,48,49
KB-V1 MDR tox,-2%,-3%,-4%,-1%,1%,-3%,?
GLP1R ag,3%,-1%,-3%,10%,-1%,-13%,13%
D3 ag,-30,4,-1,-4,3,6,-2
KB-3-1 tox,-7%,-3%,2%,-10%,-1%,1%,0%
HT1080-NT tox,11µM*,23%,4%,0%,21%,2%,-2%
IL1B secr inh,-55*,-11,4,23,19,-16,-1
DRD3 antagonist,-72*,-6,-10,23,4,13,-11
SW480 rereplic,0%,7%,-10%,-4%,-7%,-2%,-1%
HT1080 IDH1KD tx,?,14%,-10%,0%,-2%,1%,-7%
